# ssDAF-12 act = activates DAF-12 receptor from parasite S. stercoralis | AID 652126 | HEK293 ssDAF-12/GRIP1 lit1-tk-luc reporter, luminescence; % of 3 µM dafachronic acid response | activation, % at 6.8 µM | 370,000 compounds, 1% hits;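 active = activation above the mean over all tested compounds plus 3 SD, cut at about 0.9% in these data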;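 also: 0% = DMSO-only wells and 100% = 3 µM delta7-dafachronic acid wells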
# ADAM10 inh = ADAM10 inhibition, QFRET primary screen; O14672; recombinant ADAM10, EDANS/DABCYL FRET peptide cleavage, 3 h; inhibition, % at 7 µM; 370,000 compounds, 0.62% hits;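 active = inhibition above a per-campaign cutoff equal to the mean of compounds falling between control-based bounds plus 3 SD, cut at about 20% in these data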;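 also: 0% = DMSO wells while the 100% control is not disclosed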
# Target sequence (O14672 214-748 limits assumed): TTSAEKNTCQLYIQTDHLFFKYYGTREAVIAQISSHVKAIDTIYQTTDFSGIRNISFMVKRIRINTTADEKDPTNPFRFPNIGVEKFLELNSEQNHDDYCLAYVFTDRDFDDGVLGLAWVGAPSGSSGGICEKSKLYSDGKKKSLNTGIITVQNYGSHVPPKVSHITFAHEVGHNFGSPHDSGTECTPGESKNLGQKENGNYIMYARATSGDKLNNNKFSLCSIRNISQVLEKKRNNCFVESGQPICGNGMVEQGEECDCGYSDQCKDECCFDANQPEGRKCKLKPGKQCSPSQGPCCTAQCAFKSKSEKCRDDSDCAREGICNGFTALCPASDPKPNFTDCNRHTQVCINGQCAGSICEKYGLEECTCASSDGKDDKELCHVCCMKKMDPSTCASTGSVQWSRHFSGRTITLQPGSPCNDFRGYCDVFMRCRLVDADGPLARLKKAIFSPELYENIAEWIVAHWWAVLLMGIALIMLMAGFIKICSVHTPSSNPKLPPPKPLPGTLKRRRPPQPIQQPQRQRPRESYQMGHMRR
# FXN GAA850 act = frataxin GAA850 promoter activation; AID 540364; activation, % at 6 µM; HEK293 lucGAA850 FXN promoter luciferase reporter, 24 h; percent of 10 µM SAHA response; 360,000 compounds, 0.56% hits;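 active = activation above the average of all compounds screened plus 3 SD, cutoff fixed separately per campaign, cut at about 7.5% in these data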;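 also: 0% = DMSO wells and 100% = 10 µM SAHA wells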
# hcDAF-12 act = H. contortus DAF-12 activation, primary screen; HEK293 hcDAF-12 lit1-tk-luc reporter, luminescence; 0% DMSO, 100% Δ7-dafachronic acid; activation, % at 6.8 µM; 370,000 compounds, 1.4% hits; AID 652067;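 active = activation above the mean of all tested compounds plus 3 SD, cut at about 5.5% in these data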;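 also: 100% = response to 3 µM Δ7-dafachronic acid high control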
# GC-A act = GC-A (human) enzyme activation | AID 1671463 | activation, % at 10 µM | 370,000 compounds, 0.14% hits | HEK293 GC-A cells, cGMP TR-FRET, EC30 ANP; 0% at EC30 ANP, 100% saturating ANP; in the data active = activation above about 40%
# hgDAF-12 ag = agonists of H. glycines DAF-12 nuclear receptor. HEK293 GAL4-hgDAF12 UAS-luciferase reporter, agonist luminescence; normalized to butyrate control. activation, % at 6.8 µM. 370,000 compounds, 1.8% hits. AID 687014;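 active = activation above a cutoff set at the mean of all screened compounds plus 3 SD, cut at about 10% in these data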;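 also: 0% = DMSO wells and 100% = sodium butyrate wells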
# SMARCA2 act = increases SMARCA2 function in MMTV reporter cells; MG213 cells, MMTV-luciferase reporter, dexamethasone, overnight; activation, % at 9.1 µM; 370,000 compounds, 1% hits; in the data active = activation above about 7.8%;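 also: 0% = vehicle wells and 100% = reference activator wells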
# DAX1 inh-1 = inhibits human nuclear receptor DAX1; P51843; AID 504766; HEK293 Gal4-DAX1 luciferase reporter, luminescence; inhibition, % at 6.75 µM; 340,000 compounds, 0.99% hits;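 active = inhibition above the mean over all tested compounds plus 3 SD, cut at about 4.2% in these data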;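 also: 0% = DAX1-transfected cells with DMSO and 100% = empty-vector control cells with DMSO; inhibition shows as a rise in luminescence from relieved DAX1 repression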
# Target sequence (P51843 207-470 limits assumed): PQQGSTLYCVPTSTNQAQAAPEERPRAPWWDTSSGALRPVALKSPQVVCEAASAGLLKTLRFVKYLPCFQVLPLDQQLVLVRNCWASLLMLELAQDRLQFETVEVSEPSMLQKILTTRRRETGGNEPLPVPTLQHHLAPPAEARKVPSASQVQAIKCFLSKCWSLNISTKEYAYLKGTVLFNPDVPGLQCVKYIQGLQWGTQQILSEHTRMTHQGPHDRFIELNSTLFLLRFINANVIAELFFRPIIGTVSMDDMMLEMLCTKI
# NPR2 activator = GC-B (human) receptor activation. HEK293-GC-B cells, CNP EC30, cGMP TR-FRET; 0% at EC30 CNP, 100% saturating CNP. activation, % at 10 µM. 370,000 compounds, 0.11% hits;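 active = activation at 10 µM reaching about 35% in either raw or pattern-adjusted values, limit read from the data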
# DAX1 inh-2 = inhibitors of DAX1 repression of SF-1 activated StAR promoter. HEK293T StAR-luciferase reporter, SF-1/DAX-1 repression relief. inhibition, % at 6.8 µM. 370,000 compounds, 1.1% hits. AID 652010;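 active = inhibition above the mean over all tested compounds plus 3 SD, cut at about 3.6% in these data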;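 also: 0% = DAX-1 cells with DMSO and 100% = cells lacking DAX-1 with DMSO; higher inhibition means more luminescence from relief of DAX-1 repression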
# sPLA2-III inh = Blocks human group III sPLA2 activity | QFRET BODIPY PC-A2 liposome hydrolysis, fluorescence | inhibition, % at 12.2 µM | 370,000 compounds, 0.56% hits;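 active = inhibition above mean plus 3 SD of compounds lying within the high and low control bounds, cut at about 19% in these data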;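 also: 0% = median of test compound wells and 100% = no enzyme DMSO wells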
# Starred values were filed as active, the others as inactive; . = no result given.
SMILES,ssDAF-12 act,ADAM10 inh,FXN GAA850 act,hcDAF-12 act,GC-A act,hgDAF-12 ag,SMARCA2 act,DAX1 inh-1,NPR2 activator,DAX1 inh-2,sPLA2-III inh
CCN1CCN(c2ccc(N3CCN(S(=O)(=O)c4cc([N+](=O)[O-])ccc4C)CC3)nn2)CC1,-0.4,-6,4.0,-0.1,-2,-0.6,-2,-0.7,7,1.2,6
CC1(C(=O)Nc2ccc(Cl)cc2)Cc2c(-c3cccc(C(F)(F)F)c3)ccnc2O1 (stereo unspecified),-1.0,-5,1.0,-1.7,-8,-1.3,-2,.,6,0.1,13
Cc1ccc(S(=O)(=O)C2(C(=O)Nc3ccc(F)cc3)CC2)cc1,-1.3,11,1.5,0.4,-2,-0.7,2,-0.3,2,-0.1,3
COCCNC(=O)CSc1nc2nn(-c3ccccc3)c(=O)c-2c2n1CCCCC2,-0.9,-7,4.6,-2.5,-3,-1.4,-4,-0.2,0,-0.1,5
Cc1cccn2cc(-c3cc4ccccc4oc3=O)nc12,-0.6,1,1.7,-1.2,-1,5.5,1,3.1,4,2.8,2
O=C(Cn1nnc(-c2ccccc2)n1)N/N=C/c1cc([N+](=O)[O-])c(Cl)cc1Cl,-1.2,-5,0.0,-0.9,11,-0.9,-2,0.1,-7,-0.1,-2
CCOC(=O)c1[nH]c2c(OCC)nc(OCC)nc2c1Br,-1.0,-10,0.4,-1.1,3,0.5,0,-0.5,-4,-0.1,-4
CCN(CC)C(=O)c1ccc2c(=O)n(Cc3cccc(Br)c3)c(=S)[nH]c2c1,-0.9,3,.,-1.1,22,-0.5,-2,.,4,0.8,7
COc1ccc(O)c(/C=N/NC(=O)CN2CCS(=O)(=O)CC2)c1,-1.2,-161,0.3,1.1,-1,-2.3,-2,-0.3,8,-1.9,2
O=C(NCc1nc2ccccc2[nH]1)C1=C[C@@H](c2ccc(C(F)(F)F)cc2)C[C@@H](OCCCCO)O1,-0.9,11,-0.1,0.0,0,-0.5,-1,-0.6,-2,-0.6,-22
CCc1ccc(OCC(=O)O/N=C(\N)c2ccncc2)c(Br)c1,0.4,-5,4.6,5.2,-5,12*,5,1.8,-3,7.6*,-2
COC(=O)c1c(C)nc(C)c(C(=O)OC)c1-c1ccsc1,-1.2,-1,0.8,0.4,1,0.9,-4,.,-1,-0.2,-5
COC(=O)c1sccc1NC(=O)Nc1ccccc1C,0.1,-5,-1.7,-0.1,-3,3.5,-2,1.1,-6,1.7,-1
O=C(/C=C/c1ccccc1Cl)OCC(=O)N1CCc2ccccc21,-1.0,-9,0.0,2.8,-2,0.0,0,0.0,0,-0.5,-5
Nc1nc2c(ncn2[C@@H]2O[C@H](CNS(=O)(=O)C3CC3)[C@@H](O)[C@H]2O)c(=O)[nH]1,-0.1,-13,.,-0.1,22,-0.8,-5,.,26,0.2,12
CCCCNC(=O)CSc1nc2ccc(NC(=O)CSc3nnc(N)s3)cc2s1,-1.0,13,2.0,-2.8,-2,2.4,-3,-1.1,1,-0.9,1
CC(=O)NC(Cc1ccc(C(C)C)cc1)C(=O)NC1CCN(c2nc(C)cc(C)n2)CC1 (stereo unspecified),-1.1,1,-1.6,-0.6,-9,0.9,5,0.5,-7,0.1,2
COC(=O)CC#C[C@H](C)[C@@H](NS(=O)(=O)c1ccc([N+](=O)[O-])cc1)C(C)(C)C,-1.2,-5,.,-0.1,-2,1.3,-5,.,-2,1.1,1
NC(=O)NCC(=O)N1CCC(C(O)(c2ccccc2)c2ccccc2)CC1,-1.3,-6,0.2,-0.5,-1,0.2,2,1.3,-2,0.3,2
COc1ccc(-c2cc(C(F)(F)F)nc(S(=O)(=O)CCCC(=O)Nc3cccnc3Cl)n2)cc1OC,-1.2,-23,8.7*,0.1,9,0.1,-11,-1.7,6,1.6,-4
CN(C)c1ccc(S(=O)(=O)N2CCCCC2)cc1NC(=O)CN1C(=O)NC(C)(c2ccccc2)C1=O (stereo unspecified),-1.2,-2,0.2,0.4,3,2.6,-2,0.7,3,2.0,-7
CSc1ccccc1NC(=O)c1ccc(N2CC3CC(C2)c2cccc(=O)n2C3)c(NC(=O)c2ccncc2)c1 (stereo unspecified),-1.0,7,0.4,-0.8,1,0.9,7,0.7,1,-0.1,5
Cc1ccc(S(=O)(=O)/N=C(\c2ccc(Cl)cc2)N2CCOCC2)cc1,-1.2,3,1.2,-1.1,-3,0.2,1,-0.1,-5,0.0,-1
COc1ccc(/C=N/n2cncn2)cc1COc1ccc(NC(C)=O)cc1,-1.2,4,1.3,-0.8,-4,-0.4,-2,-0.5,-1,-0.8,-2
C[n+]1ccccc1C1CCCC/C1=N\Nc1ccc([N+](=O)[O-])cc1[N+](=O)[O-] (stereo unspecified),-1.1,2,2.0,6.0*,1,-0.6,-3,3.0,1,1.0,7
# Next results
SMILES,ssDAF-12 act,ADAM10 inh,FXN GAA850 act,hcDAF-12 act,GC-A act,hgDAF-12 ag,SMARCA2 act,DAX1 inh-1,NPR2 activator,DAX1 inh-2,sPLA2-III inh
CCCn1nnnc1SCC(=O)N(C(C)C)C(C)C,-0.9,5,-0.4,-0.2,1,3.6,-2,0.3,5,-1.1,11
CNC(=S)N1CCC(NC(=O)C(Cc2ccc(OC)cc2)NC(C)=O)CC1 (stereo unspecified),-1.6,-6,2.2,-2.0,-4,1.9,-3,-1.9,3,0.0,16
O=C1c2ccccc2C(=O)N1Cc1nc2ccccc2c(=O)n1CCCn1ccnc1,-1.1,12,1.7,-0.5,1,-0.6,-1,0.5,-2,-0.3,2
O=C(O)CCC(=O)NNC(=O)c1cccs1,-0.3,-9,-0.5,0.1,2,-4.0,-3,0.7,0,0.5,5
COC(=O)c1cc(NC(=S)NCc2ccc(Cl)cc2)cc(C(=O)OC)c1,0.4,2,0.1,-3.0,-2,0.3,-2,1.9,-2,-0.6,-30
CN(C)c1cccc(C(=O)OCC(=O)N(C)c2ccccc2)c1,-0.6,-3,-0.3,-1.4,0,0.1,-2,0.9,-4,0.1,-7
O=C(CN(Cc1ccc(F)cc1)C(=O)CNS(=O)(=O)c1ccc(F)cc1)NCc1ccco1,-1.6,-5,1.1,-1.4,-1,0.0,-2,-2.1,5,-0.1,-11
Cc1cccc(C)c1NC(=O)CNC(=O)CCC(=O)N1CCOCC1,-1.3,-7,-0.6,0.7,4,1.5,-2,-0.7,-5,3.7*,14
COc1ccc(CCNC(=O)c2cc3c(=O)n4ccccc4nc3n(CCN3CCOCC3)c2=N)cc1,-1.2,-316,0.8,-1.2,6,-1.7,-4,0.4,-3,-3.9,8
Cc1ccc(SCCN2CCN(CC(C)C)CCC2=O)cc1,-0.8,-1,2.4,-0.7,5,0.6,1,0.7,-1,0.9,9
CCn1cc(/C=C2\SC(=O)N(CC(=O)Nc3ccc4c(c3)OCO4)C2=O)c2ccccc21,-1.0,-9,-0.6,0.9,-10,-0.2,2,3.0,-8,1.3,2
Cc1ccc(S(=O)(=O)N(C)CCCC(=O)Nc2cc(C)ccc2C)cc1,-1.0,0,-0.3,0.2,-1,0.7,-3,-1.2,0,-1.1,-2
OCC1(CCc2ccccc2)CCN(Cc2cccn2-c2cccnc2)CC1,-1.1,-2,1.8,-0.7,-31,0.4,0,0.6,-8,0.1,-10
COc1cc2c(cc1OC)C1=C(C#N)CCC(=O)N1CC2,-1.3,4,4.3,-1.2,8,-2.0,-1,-0.7,7,-0.5,11
CS(=O)(=O)N1CCC(C(=O)c2cccc(Cl)c2)CC1,-1.8,-2,-0.9,-0.9,4,0.8,-1,-0.4,2,-1.0,-2
Cc1ccc(-c2nn(-c3ccccc3Cl)cc2C(=O)NCC2CCCO2)cc1 (stereo unspecified),-0.3,-9,1.4,1.9,-3,-1.6,-1,-1.6,-1,-0.5,1
Cc1ccc(S(=O)(=O)N2CCN(C(=O)CSc3nc(N)cc(=O)[nH]3)CC2)c(C)c1,-0.9,6,1.3,-0.8,1,0.5,2,-0.9,1,0.4,-9
CC(C)(C)NC(=O)Cn1c(SCC(=O)NC2CC2)nc2ccccc21,-0.1,3,-0.3,-0.8,3,-1.8,-3,4.7*,1,0.2,7

# Nothing new here: an excerpt of the list.
SMILES,ssDAF-12 act,ADAM10 inh,FXN GAA850 act,hcDAF-12 act,GC-A act,hgDAF-12 ag,SMARCA2 act,DAX1 inh-1,NPR2 activator,DAX1 inh-2,sPLA2-III inh
Cc1cccc(C)c1NC(=O)CNC(=O)CCC(=O)N1CCOCC1,-1.3,-7,-0.6,0.7,4,1.5,-2,-0.7,-5,3.7*,14
COc1ccc(CCNC(=O)c2cc3c(=O)n4ccccc4nc3n(CCN3CCOCC3)c2=N)cc1,-1.2,-316,0.8,-1.2,6,-1.7,-4,0.4,-3,-3.9,8
Cc1ccc(SCCN2CCN(CC(C)C)CCC2=O)cc1,-0.8,-1,2.4,-0.7,5,0.6,1,0.7,-1,0.9,9
CCn1cc(/C=C2\SC(=O)N(CC(=O)Nc3ccc4c(c3)OCO4)C2=O)c2ccccc21,-1.0,-9,-0.6,0.9,-10,-0.2,2,3.0,-8,1.3,2
Cc1ccc(S(=O)(=O)N(C)CCCC(=O)Nc2cc(C)ccc2C)cc1,-1.0,0,-0.3,0.2,-1,0.7,-3,-1.2,0,-1.1,-2
OCC1(CCc2ccccc2)CCN(Cc2cccn2-c2cccnc2)CC1,-1.1,-2,1.8,-0.7,-31,0.4,0,0.6,-8,0.1,-10
COc1cc2c(cc1OC)C1=C(C#N)CCC(=O)N1CC2,-1.3,4,4.3,-1.2,8,-2.0,-1,-0.7,7,-0.5,11
CS(=O)(=O)N1CCC(C(=O)c2cccc(Cl)c2)CC1,-1.8,-2,-0.9,-0.9,4,0.8,-1,-0.4,2,-1.0,-2
Cc1ccc(-c2nn(-c3ccccc3Cl)cc2C(=O)NCC2CCCO2)cc1 (stereo unspecified),-0.3,-9,1.4,1.9,-3,-1.6,-1,-1.6,-1,-0.5,1
Cc1ccc(S(=O)(=O)N2CCN(C(=O)CSc3nc(N)cc(=O)[nH]3)CC2)c(C)c1,-0.9,6,1.3,-0.8,1,0.5,2,-0.9,1,0.4,-9
CC(C)(C)NC(=O)Cn1c(SCC(=O)NC2CC2)nc2ccccc21,-0.1,3,-0.3,-0.8,3,-1.8,-3,4.7*,1,0.2,7

# Screens (PubChem)
